CHRM1 agonist – human M1 muscarinic receptor agonism; P11229; CHO-K1 hM1, Fluo-8 calcium fluorescence, agonist mode; 0% DMSO, 100% acetylcholine EC100; activation, % at 3 µM; 360,000 compounds, 0.33% hits; AID 588814;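 active = activation above the run's mean compound activation plus 3 SD, cut at about 16% in these data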;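 also: peak over basal fluorescence ratio within a 140 s kinetic read after compound addition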
TAAR1 ag – human TAAR1 agonism; Q96RJ0; CHO RD-HGA16 TAAR1, Fluo-8 calcium fluorescence; vehicle wells 0%, saturating PEA agonist 100%; activation, % at 3 µM; 360,000 compounds, 0.99% hits; AID 624467;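 active = activation above the mean activation of all test compounds in the run plus 3 SD, cut at about 38% in these data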
Target sequence (Q96RJ0 whole entry, looked up): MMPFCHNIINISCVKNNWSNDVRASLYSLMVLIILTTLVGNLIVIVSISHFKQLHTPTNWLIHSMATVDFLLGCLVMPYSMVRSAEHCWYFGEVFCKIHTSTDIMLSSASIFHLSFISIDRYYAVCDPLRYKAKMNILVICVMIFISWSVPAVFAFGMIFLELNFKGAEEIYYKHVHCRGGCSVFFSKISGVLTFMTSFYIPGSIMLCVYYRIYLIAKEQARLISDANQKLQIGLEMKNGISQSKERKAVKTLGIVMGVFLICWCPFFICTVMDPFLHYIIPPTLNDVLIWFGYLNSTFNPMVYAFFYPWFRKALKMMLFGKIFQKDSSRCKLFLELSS
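Repeats: no replicates (n 1) | Material: CHO-derived RD-HGA16 cells with stable Gα16 and human TAAR1 | Technique: Kinetic Fluo-8 calcium fluorescence | Schedule: 17-24 h seeding, 75 min 37 °C dye, 30 min RT | Evaluation: % activation from peak over basal fluorescence ratio, DMSO-to-PEA scaled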
CHO-K1 Ca antag – M1 antagonist counterscreen hit in parental CHO-K1 cells | 360,000 compounds, 0.6% hits | inhibition, % at 3 µM | ATP-induced calcium, Fluo-8 fluorescence | AID 602250;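 active = inhibition above a per-plate cutoff, the plate's mean sample inhibition plus 3 SD, cut at about 24% in these data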;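 also: 0% = DMSO plus EC80 ATP and 100% = DMSO alone without ATP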
CHO-K1 Ca ag – counter-screen for M1 agonists: effect in parental CHO-K1 cells. Fluo-8 calcium fluorescence; scaled to maximal ATP response, vehicle zero. 360,000 compounds, 0.48% hits. activation, % at 3 µM; in the data active = activation above about 15%;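 also: untransfected CHO-K1 host cells lacking M1 receptor as counterscreen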
CHRM1 antagonist – human CHRM1 antagonism | 360,000 compounds, 1.3% hits | inhibition, % at 3 µM | CHO-K1 hM1, Fluo-8 calcium fluorescence, ACh EC80 antagonist | AID 588852;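 active = percent inhibition above its own plate's cutoff, namely the mean of that plate's compound wells plus 3 SD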;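 also: peak over basal fluorescence ratio during 140 s after agonist addition; 0% = ACh EC80 plus DMSO and 100% = DMSO alone without agonist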
CHO-K1 Ca PAM – M1 PAM counterscreen hit in parental CHO-K1 cells; ATP EC20, Fluo-8 calcium fluorescence; 0% at ATP EC20, 100% at ATP max; activation, % at 3 µM; 360,000 compounds, 0.02% hits;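 active = activation above the run cutoff, the mean activation of all test compounds plus 3 SD, cut at about 40% in these data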;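 also: peak over basal fluorescence ratio in a 140 s read after ATP addition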
OXTR potentiator – potentiates the human oxytocin receptor response; P30559; AID 2445; 320,000 compounds, 0.061% hits; CHO-OTR cells, Fluo-8 calcium fluorescence, potentiator mode; 0% = oxytocin EC15, 100% = EC100; activation, % at 3 µM;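 active = activation above that plate's cutoff, the mean activation of tested compounds plus 3 SD, cut at about 6.6% in these data, passing the limit was not always enough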;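 also: 100% uses oxytocin at 75 nM as the full agonist control; some results filed as inactive read as strong as hits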
Target sequence (P30559 whole entry, looked up): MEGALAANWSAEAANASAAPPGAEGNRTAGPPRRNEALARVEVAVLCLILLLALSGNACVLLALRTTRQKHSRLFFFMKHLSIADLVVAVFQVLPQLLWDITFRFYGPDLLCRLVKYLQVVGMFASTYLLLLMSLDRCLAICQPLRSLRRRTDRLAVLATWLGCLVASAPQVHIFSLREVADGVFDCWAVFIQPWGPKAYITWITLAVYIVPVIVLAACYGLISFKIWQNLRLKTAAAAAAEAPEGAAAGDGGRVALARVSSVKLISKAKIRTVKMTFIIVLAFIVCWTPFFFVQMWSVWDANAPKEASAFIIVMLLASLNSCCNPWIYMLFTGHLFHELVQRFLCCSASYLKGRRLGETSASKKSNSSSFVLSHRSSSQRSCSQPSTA
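System: human OTR in CHO cells / Also added: sub-maximal oxytocin, roughly EC15 / Control set: EC15 oxytocin low, 75 nM oxytocin high / Schedule: 6 min compound pre-incubation at room temperature, 100 s kinetic read / Compound: single-point 3.0 µM / Replication: singlicate / Technique: Fluo-8 calcium dye fluorescence / Read-out basis: % activation of max/min ratio relative to oxytocin controls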
CHO parental Ca – counter-screen for OX1R antagonists: effect in parental CHO cells | parental CHO-K1, ATP-induced calcium, Fluo-8 fluorescence | inhibition, % at 5.6 µM | 330,000 compounds, 0.63% hits | AID 463079;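 active = inhibition above that plate's mean sample inhibition plus 3 SD, cut at about 26% in these data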;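 also: 0% = ATP-challenged DMSO wells and 100% = DMSO wells without ATP; some compounds past the cut are filed as inactive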
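Test system: untransfected parental CHO cell line; also added: ATP stimulus; dosing: 5.6 µM, single dose; signal: calcium-sensitive Fluo-8 fluorescence; measure: percent inhibition of ATP-evoked calcium rise, normalized to controls; benchmarks: low control ATP plus DMSO, high control DMSO only; replication: one well per compound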
TAAR1 antagonist – antagonists of human TAAR1; Q96RJ0; CHO RD-HGA16 TAAR1, Fluo-8 calcium fluorescence, antagonist; inhibition, % at 3 µM; 360,000 compounds, 1.5% hits; AID 624466;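 active = inhibition above a per-plate cutoff, the mean inhibition of test compounds on that plate plus 3 SD, cut at about 49% in these data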;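 also: 0% = DMSO plus EC80 beta-PEA response and 100% = DMSO alone without agonist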
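Test system: RD-HGA16 CHO cells with stable hTAAR1 and Gα16 / Probe or stimulus: EC80 β-phenethylamine stimulus / Times: seeding 17-24 h prior, 75-min 37 °C, 30-min RT dye loading / Detection: Fluo-8 calcium-sensitive fluorescence / Read-out basis: % inhibition scaled between DMSO and EC80 PEA controls / Repeats: singlicate, one well per test compound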
The depositor's hits bear a star; . = no result given.

Values in the order: CHRM1 agonist	TAAR1 ag	CHO-K1 Ca antag	CHO-K1 Ca ag	CHRM1 antagonist	CHO-K1 Ca PAM	OXTR potentiator	CHO parental Ca	TAAR1 antagonist
- CC(=O)C1=C(C)N2CCN=C2S1
 : 2	0	4	-0.1	-19	-6	-7	-2	4
- COc1cc2c(cc1OC)C(C(=O)Nc1ccc3c(c1)OCCO3)C(c1cccnc1)N(C)C2=O (stereo not drawn)
 : 0	4	15	-0.5	13	-13	2	0	2
- COc1c(O)cc2oc(-c3ccc(O)cc3)cc(=O)c2c1O
 : -1	8	4	-0.5	23	-8	-4	-12	8
- Cc1cccc(NC2=NC(=S)N(CC#N)C23CCCCC3)c1
 : -3	2	-12	0.0	-2	16	-12	-12	-3
- COc1ccc(/C=C/C(=O)N(CC(C)C)C2CCS(=O)(=O)C2)cc1 (stereo not drawn)
 : -2	1	-10	0.5	-12	8	-5	5	2
- COc1ccc(C)cc1-n1nnnc1SCC1CCCO1 (stereo not drawn)
 : -5	-1	-8	0.0	-6	7	-7	-8	1
- Cc1ccc([C@@H]2CC(=O)[C@@H]3CN(S(=O)(=O)c4ccc(C)cc4)[C@H](c4ccccc4F)C[C@@H]3N2S(=O)(=O)c2ccc(Cl)cc2)cc1
 : 1	0	0	0.1	-10	-4	.	.	-17
- COc1ccc(CCC(=O)OCC(=O)NCc2ccccc2)cc1
 : -6	2	2	-0.3	-2	-11	5	-2	-3
- Cc1cc(NC(=O)c2cccc(S(=O)(=O)N3CCCC3)c2)no1
 : -7	5	-10	1.1	11	26	1	-6	5
- CNc1ccc(SC#N)cc1
 : -6	0	-22	0.5	-11	13	-3	2	-15
- O=[N+]([O-])c1ccccc1SNc1ccccc1
 : -8	-3	-18	-0.2	-11	19	.	.	1
- CCn1c(=S)sc2c(=O)n(CC(=O)Nc3ccc(OC)c(Cl)c3)c(C)nc21
 : 0	1	-4	0.0	-10	11	-1	-13	9
- CCC(C)NC(=O)CSc1ccc(S(=O)(=O)N(C)C2CCCCC2)cn1 (stereo not drawn)
 : -5	4	-10	4.1	3	-12	-5	-11	-4
- Cc1ccc(NC(=O)[C@H](C)NC(=O)C2CCN(C(=O)[C@@H](N)C(C)C)CC2)cc1
 : -1	1	-7	0.8	0	0	-12	-14	-5
- CC(NC(=O)c1cccs1)c1ccc2c(c1)OCO2 (stereo not drawn)
 : -5	6	3	-0.1	-1	0	-5	-12	8
- CC(=O)c1sc(Nc2nc3ccc(F)cc3s2)nc1C
 : -3	3	8	2.6	3	-13	-15	0	18
- CCn1cc(C(=O)NCc2ccco2)c(=O)c2ccc(C)nc21
 : -4	2	-21	0.5	-6	7	-2	-12	-6
- CCC(=O)Nc1cccc(C(=O)c2ccccc2)c1
 : -3	4	-6	0.9	-7	23	-4	-13	-18
- Cc1occc1C(=O)N/N=C/C=C/c1ccc(N(C)C)cc1
 : -2	3	-2	0.5	-6	1	-9	-2	-14
- CN(CC(=O)NCCc1ccc(Cl)cc1)S(=O)(=O)c1ccc2c(c1)c(=O)n(C)c(=O)n2C
 : -7	4	-6	3.3	-2	16	-10	-13	19
- CC1=NN(c2ccc(C)cc2C)C(=O)C1C(c1ccccc1O)C1C(=O)N(c2ccc(C)cc2C)N=C1C (stereo not drawn)
 : -3	2	-7	-0.1	-6	0	0	-24	-20
- COc1cc(C=O)ccc1OCc1c(C)noc1C
 : -5	2	-4	0.6	-5	17	0	-4	8
- CCCS(=O)(=O)N1CCN(C(=O)c2ccco2)CC1
 : -3	4	-22	0.7	-7	3	-17	-5	-5
- CNc1nc(SC)nc2ccsc12
 : -4	4	-6	0.5	-11	15	-7	9	2
- CC[C@H](C)C(N)c1cn(C(CCCN=C(N)N)C(=O)N2CCNCC2)nn1 (stereo partly drawn)
 : -5	8	-11	0.1	-1	10	-4	-1	-5
- CC(OC(=O)CSCC(=O)Nc1ccc(Cl)cc1)C(=O)N(C)Cc1ccccc1 (stereo not drawn)
 : 2	5	-14	8.7	-5	9	.	.	30
- S=C1NC2=C(CCC/C2=C\c2ccccc2)C(c2ccccc2)N1 (stereo not drawn)
 : -8	0	4	0.3	-9	9	-8	-15	-29
- O=C1CN(C(=O)c2cc3ccccc3oc2=O)C(c2ccc(F)cc2)c2cc(F)ccc2N1 (stereo not drawn)
 : 0	6	25*	1.2	8	-6	-6	-14	-2
- CCOC(=O)c1cc(C#N)c(SCC(N)=O)[nH]c1=O
 : -2	0	0	-0.5	1	-16	-2	5	-5
- CC(=O)c1c(C)nn(CC(O)COc2ccc3ccccc3c2)c1C (stereo not drawn)
 : 0	9	-3	7.7	-7	12	-20	-3	-34
- Nc1cc(OC(=O)c2c(F)cccc2Cl)nn1S(=O)(=O)c1ccccc1
 : 1	54*	-2	0.3	-13	15	-10	8	-7
- Nc1c(C(=O)c2ccc(Cl)cc2)sc2nc3c(cc12)CCC3
 : -3	0	-11	-0.3	-6	-1	-7	-6	-5
- O=C1NC2(CCCCC2)C(=O)N1c1ccc(Cl)cc1
 : -5	4	12	-0.5	2	-22	5	-9	-7
- O=C(NC(=S)NC(c1ccccc1)c1ccncc1)c1ccccc1 (stereo not drawn)
 : -1	9	-3	-0.9	11	5	-5	-29	-52
- CC(=O)Nc1ccc2c(c1)Cc1ccc(Cl)cc1-2
 : 0	0	-14	1.2	-30	10	.	.	19
- CCC(C)NC(=O)C1CCN(S(=O)(=O)CC)CC1 (stereo not drawn)
 : -1	9	-16	0.2	-25	5	-5	-3	10
- CCCc1nnc(NC(=O)c2oc3ccccc3c2COCC)s1
 : -5	-4	-4	-0.2	-3	17	.	.	-42
- Cn1c(SCC(=O)NC2CCCCC2)nnc1-c1ccc(N)cc1
 : -7	3	4	0.0	7	15	2	-3	-17
- CC(C)C(=O)Nc1ccc(C(=O)c2ccccc2)cc1
 : -6	4	-5	1.3	-7	11	-9	-3	-4
- COc1cccc(NC(=O)c2nc(SC)ncc2Cl)c1
 : -8	-2	-15	0.6	-1	-2	3	-8	1
- Cc1c(C(=O)OCc2ccc(F)cc2)sc2nc3n(c(=O)c12)CCC3
 : 3	2	1	0.7	-17	4	-1	-10	-12
- Cc1cccc(CNC(=O)C2CCC(=O)N(C3CCCCCC3)C2)c1 (stereo not drawn)
 : -1	1	-7	1.6	-12	5	-6	-29	-17
- CCn1c(-c2cc(-c3ccccc3OC)nc3ccccc23)n[nH]c1=S
 : -10	6	1	2.5	12	14	-7	-25	37
- CC1(C)c2[nH]c3ccccc3c2C[C@H]2C(=O)N(Cc3ccccc3F)C(=O)N21
 : 9	13	1	3.3	-7	-10	-13	-5	14
- CC(=O)N(CCc1ccccc1C)Cc1cc2ccc(C)cc2[nH]c1=O
 : 7	23	-5	8.3	-8	4	-8	-29	17
- COc1ccc2ccccc2c1/C=N/O
 : -4	11	-12	1.0	-11	16	-12	4	11
- COc1ccccc1CCC(=O)Nc1ccc(C)cc1Cl
 : -7	7	-8	0.5	1	0	-3	-10	-26
- Fc1ccc(NC(=S)NN=Cc2ccccc2Cl)cc1
 : -4	-1	-12	-0.8	-14	8	.	.	3
- C=C(C)Cn1c(=O)c2c(nc3n2CCCN3CCc2ccccc2)n(C)c1=O
 : 2	1	-5	1.2	-14	22	-8	-25	-21
- CC1CCCCC1NC(=S)NC(=O)c1ccccc1Br (stereo not drawn)
 : -8	13	2	3.0	5	21	-4	-1	-8
- COC(=O)c1sccc1NC(=O)CN(C)NS(=O)(=O)c1ccc(Cl)cc1
 : 0	3	-5	0.5	-14	5	1	-15	9
- Cc1ccc(OCCOC(=O)CN2C(=O)NC3(CCCC3)C2=O)cc1
 : -3	0	1	-0.4	-20	-4	-7	-11	-29
- CCOC(=O)c1ccccc1NC(=O)c1ccc2c(SCC(=O)O)c3c(nc2c1)CCCC3
 : 0	5	-5	8.6	17	-16	-10	-19	46
- Cc1noc(C)c1S(=O)(=O)Nc1ccc2c(c1)C(=O)N([C@H](C)CO)C[C@H](C)[C@@H](CN(C)C(=O)NC1CCCCC1)O2
 : 2	4	-8	-0.3	0	-13	3	-13	4
- CCOC(=O)C(C)Sc1nc2ccccc2c(=O)n1CC1CCCCC1 (stereo not drawn)
 : -2	9	-5	-0.6	0	-1	-2	-37	23
- Cc1cc(-c2cccs2)c2c(n1)sc1c(=O)[nH]c(=O)[nH]c12
 : 2	1	5	-0.5	-5	-10	-1	-10	-6
- O=C(Cc1ccccc1)Nc1cccc(N2C(=O)C=CC2=O)c1
 : -5	28	0	0.1	-4	6	1	-8	12
- COc1ccccc1C(NC(C)=O)c1cc(Cl)c2cccnc2c1O (stereo not drawn)
 : 0	9	1	1.3	-9	-11	-8	6	-9
- Cc1ccc(S(=O)(=O)Nc2ccc3c(c2)C(=O)N([C@@H](C)CO)C[C@@H](C)[C@@H](CN(C)C(=O)NC(C)C)OCCCC[C@H](C)O3)cc1
 : -8	4	7	-0.2	16	8	.	.	5
- CC(C)c1ccc(-c2nc(N3CCCCC3)[nH]c(=O)c2C#N)cc1
 : -1	-1	17	0.5	-7	-4	-12	-2	2

Later entries:
Values in the order: CHRM1 agonist	TAAR1 ag	CHO-K1 Ca antag	CHO-K1 Ca ag	CHRM1 antagonist	CHO-K1 Ca PAM	OXTR potentiator	CHO parental Ca	TAAR1 antagonist
- COc1ccc(CCNC(=O)CCC(=O)N2CCOc3ccc(Cl)cc32)cc1OC
 : -4	3	-3	1.1	-7	22	-4	-8	-36
- O=C(CCc1ccccc1)N1CCN(c2ccc(Cl)cc2)CC1
 : -6	-2	-18	1.8	-15	12	-5	-23	-2
- COC(=O)C1CCN(C(=O)c2ccc3oc(Cc4ccc(Cl)cc4)nc3c2)CC1
 : -1	2	-4	5.6	15	-11	-10	-11	-28
- O=c1c2c(nc3nc(NCc4ccc(Cl)cc4)[nH]n13)CCC2
 : -6	2	-7	-0.1	0	-1	-6	-5	-3
- COc1ccccc1NS(=O)(=O)c1cc(N)ccc1N1CCCCC1
 : -1	1	8	-0.3	-1	-2	-10	-16	13
- COc1cc(OC)c(NC(=O)CCNS(=O)(=O)c2ccc3c(c2)oc(=O)n3C)cc1Cl
 : -1	2	-5	-0.1	-11	-8	0	-13	6

From PubChem
